# Bioassay records (PubChem BioAssay)
# Pax4 mRNA alpha TC1 = activators of Pax4 gene expression, primary screen, RT-PCR, mouse alpha TC1 cells, single point (AID 1053180). mouse alpha TC1 cells, Pax4 mRNA qPCR, 6 days; hits give high values; 100% = Pax4 plasmid added at qPCR. activation, % at 10 µM. actives 0.2% (n = 9,600);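 active means highest normalized replicate activity of 15 or more, or at least half the replicates reach 15 or more; inactive means neither condition met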;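 further: pax4 Ct normalized to GAPDH with activation seen as lower delta delta Ct; plate controls were plate neutral control wells for no effect and Pax4 plasmid positive control for full effect; each compound tested in two replicate wells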
# DLD1 CTGF mRNA = YAP1 pathway inhibitors via CTGF transcript, primary screen, DLD1 colon cancer cells, RT-qPCR, single point (AID 743449); actives 0.9% (n = 9,900); inhibition, % at 12.5 µM; DLD1 CTGF mRNA qPCR, 24 h; hits give high values;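 active means mean normalized replicate activity at least 50 and at least half of replicates each reaching 50; inconclusive means only one of the two criteria met; inactive means neither criterion met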;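 further: 0% = neutral control wells and 100% = dasatinib control wells; higher means stronger suppression of CTGF expression like dasatinib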
# * = called active by the depositor; ? = inconclusive; . = not tested or not shown.
SMILES,Pax4 mRNA alpha TC1,DLD1 CTGF mRNA
C[C@@H]1CN([C@@H](C)CO)C(=O)c2cccc(NC(=O)C3CCOCC3)c2O[C@@H]1CN(C)C(=O)Nc1cccc2ccccc12,0.0,-50
CCN(C[C@H]1[C@H](c2ccc(-c3cccnc3)cc2)[C@@H](CO)N1C(C)=O)C(C)=O,0.0,8
O=C(Nc1cccc(F)c1)N1CCCCN2[C@H](CO)[C@@H](c3ccc(C#Cc4cccnc4)cc3)[C@@H]2C1,0.0,-51
CS(=O)(=O)N1C[C@H](O)COC[C@H]2O[C@@H](CC(=O)NCc3ccccc3)CC[C@@H]21,0.0,-9
C[C@@H]1CNC(=O)[C@H](Cc2ccc(C(F)(F)F)cc2)CCn2nncc2COC1,0.3,-5
O=C(C[C@H]1C[C@H]2c3cc(NS(=O)(=O)c4ccc(F)cc4)ccc3O[C@H]2[C@@H](CO)O1)NCCN1CCCCC1,0.0,5
COc1cccc(NC(=O)N2CC3(C2)[C@H](c2ccccc2)[C@H](CO)N3C(C)=O)c1,.,-32
CCCNC(=O)N1CC2(C1)CN(C(=O)CN1CCOCC1)[C@@H](CO)c1[nH]c3cc(OC)ccc3c12,0.0,?
C[C@@H]1CN([C@H](C)CO)C(=O)CCCn2nncc2CO[C@@H]1CN(C)S(=O)(=O)c1ccccc1C#N,0.0,?
COCC(=O)N1[C@H](C#N)[C@H](c2ccccc2-c2ccccc2F)[C@@H]1CO,0.0,-17
O=C1CCC(=O)N[C@@H](c2ccc(F)cc2)C/C=C\C[C@H](c2ccc(F)cc2)N1,0.0,-4
CO[C@H]1CC[C@@H]2CCN(C)C(=O)CC3(CCCCC3)CN(C)C(=O)c3cc(C#N)ccc3OC[C@@H]1O2,0.0,0
COCC(=O)Nc1ccc2c(c1)OC[C@@H](C)N(C)C[C@H](C)[C@@H](OC)CN(C)C2=O,0.0,0
CS(=O)(=O)N1C[C@@H](O)COC[C@H]2O[C@@H](CC(=O)NCc3ccccc3)CC[C@@H]21,0.0,-2
COc1ccc(CN(C)C[C@H]2OCc3cnnn3CCCC(=O)N([C@@H](C)CO)C[C@H]2C)cc1,0.0,11
C[C@H]1CN([C@@H](C)CO)C(=O)c2cc(NC(=O)Cn3cnnn3)ccc2O[C@@H]1CN(C)C(=O)Nc1ccc2c(c1)OCO2,0.0,-5
O=C(NCC[C@H]1CC[C@@H](NC(=O)c2ccccc2F)[C@H](CO)O1)c1cnccn1,0.0,8
CN(C)c1ccc2c(c1)[C@@H]1C[C@@H](CC(=O)NC3CCCCC3)O[C@@H](CO)[C@@H]1O2,0.0,-19
O=C(N[C@@H]1CC[C@H](CC(=O)N2CCOCC2)O[C@@H]1CO)c1cccc(F)c1,0.0,3
CC(=O)N1[C@H](CO)[C@@H]2c3ccccc3N(C(=O)c3ccc(F)cc3)C[C@@H]21,0.0,2

# Single records, from the list above. Values in the order: Pax4 mRNA alpha TC1	DLD1 CTGF mRNA
# Entry for C[C@@H]1CN([C@@H](C)CO)C(=O)c2cccc(NC(=O)C3CCOCC3)c2O[C@@H]1CN(C)C(=O)Nc1cccc2ccccc12 = 0.0	-50
# Entry for C[C@@H]1CN([C@H](C)CO)C(=O)CCCn2nncc2CO[C@@H]1CN(C)S(=O)(=O)c1ccccc1C#N = 0.0	?
# Entry for COc1cccc(NC(=O)N2CC3(C2)[C@H](c2ccccc2)[C@H](CO)N3C(C)=O)c1 = .	-32
# Entry for CS(=O)(=O)N1C[C@H](O)COC[C@H]2O[C@@H](CC(=O)NCc3ccccc3)CC[C@@H]21 = 0.0	-9
# Entry for CCCNC(=O)N1CC2(C1)CN(C(=O)CN1CCOCC1)[C@@H](CO)c1[nH]c3cc(OC)ccc3c12 = 0.0	?

# Next compounds.
SMILES,Pax4 mRNA alpha TC1,DLD1 CTGF mRNA
CO[C@H]1CC[C@H]2CCOc3c(C#N)cccc3C(=O)N(C)C[C@@H](OC)[C@H](C)C(=O)N(C)C[C@@H]1O2,0.0,-26
O=C(NC1CCCC1)N1CCCCN2[C@H](CO)[C@H](c3ccc(-c4cccnc4)cc3)[C@@H]2C1,0.0,-12
C[C@H](NC(=O)C[C@H]1CC[C@H]2[C@H](COc3ccc(NC(=O)C4CCOCC4)cc3C(=O)N2C)O1)c1ccccc1,0.0,-38
O=C(NCCN1CCCCC1)[C@H]1N[C@H]2c3ccc(-c4cccnc4)c(=O)n3C[C@H]2[C@@H]1CO,0.0,-14
COc1cccc(NC(=O)N2[C@@H](CO)[C@H](c3ccccc3)[C@@H]2CNCC(C)C)c1,0.0,1
CO[C@@H](CN(C)C(=O)C1CCOCC1)[C@H](C)CN(C(=O)Nc1ccc(C(F)(F)F)cc1)[C@@H](C)CO,0.1,7
C[C@@H]1CN([C@@H](C)CO)C(=O)c2cccc(NS(C)(=O)=O)c2O[C@@H]1CN(C)Cc1ccc(-c2ccccc2)cc1,0.0,-12
COc1ccc2c3c(n(C)c2c1)[C@@H](CO)N(Cc1nccs1)CC31CCN(C(=O)CN(C)C)CC1,0.0,8
CC1C=NC(S(=O)(=O)N2CC[C@H]3[C@@H](CO)N(C)c4ccc(C5=CCCCC5)cc4[C@H]32)=N1 (stereo partly specified),0.0,3
O=S(=O)(c1ccccc1)N1CC2(C1)[C@H](c1ccccc1)[C@H](CO)N2CC1CCOCC1,.,10
C[C@@H](NC(=O)C[C@H]1C=C[C@H](NC(=O)c2cccnc2)[C@@H](CO)O1)c1ccccc1,0.0,-1
C[C@H](CO)N1C[C@H](C)[C@H](CN(C)C(=O)[C@@H](Cc2ccccc2)N(C)C)OCc2ccccc2-c2ccccc2C1=O,0.0,-22
CO[C@H](CN(C)Cc1cc(F)ccc1F)[C@@H](C)CN(C(=O)Nc1ccc(C(F)(F)F)cc1)[C@H](C)CO,0.0,2
C[C@@H]1CN([C@H](C)CO)C(=O)c2cccc(NC(=O)c3cnccn3)c2O[C@@H]1CN(C)C(=O)NC1CCCCC1,0.1,10
CO[C@@H]1CN(C)C(=O)c2cc(NC(=O)c3cnccn3)ccc2OC[C@H](C)NC[C@@H]1C,0.0,-23
CN(C)C(=O)c1cccc(-c2ccc3c(c2)[C@@H]2[C@@H](CCN2C(=O)Cc2ccccc2)[C@@H](CO)N3)c1,0.0,5
CN(C)C(=O)C[C@@H]1C[C@@H]2c3cc(NC(=O)Nc4ccc(F)cc4)ccc3O[C@@H]2[C@H](CO)O1,0.0,-3
O=C1N[C@@H](c2ccccc2)COCc2cnnn2CC[C@H]1Cc1ccc(C(F)(F)F)cc1,0.0,-32
CCNC(=O)c1cc2c(c(-c3cccc(-c4cncnc4)c3)n1)[C@H](CCO)N(C(C)=O)C2,0.0,-8
CNC(=O)C[C@@H]1CC[C@H]2[C@@H](COC[C@H](O)CN2Cc2ccccc2F)O1,0.0,-9

# Reprinted at random: 2 records from the list
SMILES,Pax4 mRNA alpha TC1,DLD1 CTGF mRNA
C[C@@H]1CN([C@H](C)CO)C(=O)c2cccc(NC(=O)c3cnccn3)c2O[C@@H]1CN(C)C(=O)NC1CCCCC1,0.1,10
CO[C@@H]1CN(C)C(=O)c2cc(NC(=O)c3cnccn3)ccc2OC[C@H](C)NC[C@@H]1C,0.0,-23

# Continued:
SMILES,Pax4 mRNA alpha TC1,DLD1 CTGF mRNA
C[C@@H]1CCCCO[C@H](CN(C)CC2CC2)[C@H](C)CN([C@@H](C)CO)C(=O)c2cc(NC(=O)c3ccccc3)ccc2O1,0.0,15
C[C@@H]1CN([C@@H](C)CO)C(=O)CCCn2nncc2CO[C@@H]1CN(C)Cc1ccc2c(c1)OCCN2C,0.0,15
CC=Cc1ccc2n(c1=O)C[C@H]1[C@H](CO)[C@@H](C(=O)N[C@H](C)c3ccccc3)N(C(=O)c3ccccn3)[C@@H]21 (mixture of isomers),0.0,9
CCC(=O)N(CC(C)C)C[C@H]1[C@H](c2ccccc2)[C@@H](CO)N1C(=O)C1CCC1,0.0,-22
CC(C)CC#Cc1ccc([C@@H]2[C@@H](CO)N3C(=O)CN(C(=O)Nc4cc(F)ccc4F)C[C@H]23)cc1,0.0,-13
CO[C@@H]1CC[C@@H]2CCN(C)C(=O)[C@@H](C)CN(C)C(=O)c3cc(C#N)ccc3OC[C@@H]1O2,0.0,-8
COc1ccc(-c2ccc([C@@H]3[C@H]4CN(C(=O)Cc5ccccn5)CC(=O)N4[C@H]3CO)cc2)cc1,0.0,1
Cc1noc(C)c1NC(=O)Nc1ccc2c(c1)C(=O)N(C)[C@@H]1CC[C@H](CC(=O)N[C@@H]3CCN(Cc4ccccc4)C3)O[C@@H]1CO2,0.0,?
O=C(O)C[C@H]1CC[C@@H]2[C@H](COC[C@H](O)CN2S(=O)(=O)c2ccc(Oc3ccccc3)cc2)O1,0.0,-6
CO[C@@H](CN(C)S(=O)(=O)c1ccc(C)cc1)[C@H](C)CN(C(=O)Nc1ccccc1F)[C@H](C)CO,0.0,-21
COc1cccc(-c2ccc([C@H]3[C@@H](CO)N4C(=O)CNC[C@@H]34)cc2)c1,0.0,-12
C[C@@H]1CN([C@@H](C)CO)C(=O)c2cc(/C=C/c3ccccc3)cnc2O[C@@H]1CN(C)S(=O)(=O)c1ccccc1F,0.0,34
CCCNC(=O)N(C)C[C@@H]1Oc2cc(C#C[C@@H](C)O)ccc2S(=O)(=O)N([C@@H](C)CO)C[C@H]1C,0.1,8
Cc1noc(C)c1NC(=O)Nc1ccc2c(c1)C(=O)N(C)[C@H]1CC[C@H](CC(=O)N[C@@H]3CCN(Cc4ccccc4)C3)O[C@@H]1CO2,0.0,-12
CS(=O)(=O)N1Cc2cc(C(=O)NCC3CC3)nc(-c3cccc(-c4cncnc4)c3)c2[C@H]1CCO,0.0,5
O=S(=O)(NC[C@H]1[C@H](c2ccccc2)[C@H](CO)N1CC1CC1)c1ccccc1,0.0,-19
COc1cccc(-c2cccc(-c3nc(C(=O)Nc4ccc(-c5ccccc5)cc4)cc4c3[C@@H](CCO)N(S(=O)C(C)(C)C)C4)c2)c1 (stereo partly specified),42*,-95
COc1ccc2c3c(n(C)c2c1)[C@H](CO)N(Cc1ccc(F)cc1)CC31CCN(C)CC1,0.0,3
CO[C@H]1CN(C)C(=O)c2ccc(NC(=O)C3CC3)cc2OC[C@@H](C)N(C(C)=O)C[C@@H]1C,0.0,-27
Cc1ccccc1S(=O)(=O)Nc1ccc2c(c1)C(=O)N(C)[C@H]1CC[C@@H](CC(=O)O)O[C@@H]1CO2,0.0,-10
COc1ccc2c3c(n(C)c2c1)[C@@H](CO)N(Cc1cccc(Cl)c1)CC31CCN(C(=O)C2CC2)CC1,0.0,-23
CCCC(=O)N1CC2(CCN(S(C)(=O)=O)CC2)c2c([nH]c3cc(OC)ccc23)[C@@H]1CO,0.0,?
C[C@@H]1CN([C@@H](C)CO)S(=O)(=O)c2ccc(-c3cncnc3)cc2O[C@H]1CN(C)C(=O)NC1CCCC1,0.0,15
COc1ccc2c3c([nH]c2c1)[C@@H](CO)N(C(=O)c1ccc(F)cc1)CC31CCN(C(=O)NC(C)C)CC1,0.0,18
C[C@H](CO)N1C[C@H](C)[C@H](CN(C)Cc2ccc3c(c2)OCCN3C)OCc2cnnn2CCCC1=O,0.0,?
NCC[C@H]1CC[C@@H](NC(=O)NC2CCCCC2)[C@@H](CO)O1,0.0,5
COc1ccc(C#Cc2ccc([C@@H]3[C@H](CO)N4C(=O)CN(C(=O)c5ccc(F)cc5)C[C@@H]34)cc2)cc1,0.0,-40
CN(C)C(=O)c1cccc(-c2ccc(C3[C@H]4CNC[C@@H]3N4Cc3ccccc3C(F)(F)F)cc2)c1 (stereo partly specified),0.0,12
COc1ccc(-c2ccc3n(c2=O)C[C@@H]2[C@@H](CO)[C@H](C(=O)N4CCOCC4)N[C@H]32)cc1,0.0,30
C/C=C/c1ccc([C@@H]2[C@@H](CO)N(c3nc(CC)cs3)[C@H]2C#N)cc1,0.0,?
O=C(Nc1cccc(Cl)c1)N[C@H]1CC[C@@H](CCn2cc(Cc3ccccc3)nn2)O[C@H]1CO,0.0,35
C[C@H]1CN([C@@H](C)CO)C(=O)c2ccccc2-c2ccccc2CO[C@H]1CN(C)C(=O)[C@H]1CCCN1C,0.0,19
O=C(C[C@H]1CC[C@@H]2[C@H](COC[C@@H](O)CN2CC2CCOCC2)O1)NCC1CCCCC1,0.0,-32
CN(C[C@@H]1N[C@H](CO)[C@H]1c1ccccc1)C(=O)c1ccccn1,0.0,-4
CCCC(=O)Nc1ccc2c(c1)C(=O)N(C)C[C@H](OC)[C@H](C)CN(C(=O)c1ccccn1)[C@H](C)CO2,0.0,-9
CO[C@H]1CN(C)C(=O)c2cc(NC(=O)CC(F)(F)F)ccc2OC[C@@H](C)N(CC2CC2)C[C@@H]1C,0.0,-35
O=C(C[C@H]1C[C@@H]2c3cc(NC(=O)C4CCOCC4)ccc3O[C@@H]2[C@H](CO)O1)NCCN1CCCCC1,0.0,-28
CCS(=O)(=O)N1CC2(C1)[C@@H](c1ccccc1)[C@H](CO)N2Cc1ccccn1,.,9
CCc1nc(N2[C@@H](C#N)[C@H](c3ccccc3-c3ccccc3C)[C@@H]2CO)sc1C,0.0,-15
OC[C@H]1[C@H](c2ccc(C#CC3(O)CCCC3)cc2)[C@H]2CN(Cc3cncnc3)CCCCN21,0.0,-37
CCCNC(=O)N1CC2(CN(Cc3cccnc3)C2)c2c(n(C)c3cc(OC)ccc23)[C@H]1CO,0.0,14

# Looked up above:
# DLD1 CTGF mRNA result of NCC[C@H]1CC[C@@H](NC(=O)NC2CCCCC2)[C@@H](CO)O1 : 5
# Pax4 mRNA alpha TC1 result of CCCC(=O)N1CC2(CCN(S(C)(=O)=O)CC2)c2c([nH]c3cc(OC)ccc23)[C@@H]1CO : 0.0
# Pax4 mRNA alpha TC1 result of C[C@H](CO)N1C[C@H](C)[C@H](CN(C)Cc2ccc3c(c2)OCCN3C)OCc2cnnn2CCCC1=O : 0.0

# Only part of the results is shown; the hit share may differ from the screen's.
